# From PubChem BioAssay
# NPR1 activator: GC-A (human) enzyme activation. AID 1671463. 370,000 tested, 0.14% active. HEK293 GC-A cells, cGMP TR-FRET, EC30 ANP; 0% at EC30 ANP, 100% saturating ANP. P16066. activation, % at 10 µM; in the data active = activation above about 40%
# SMARCA2 act: increases SMARCA2 function in MMTV reporter cells; activation, % at 9.1 µM; 370,000 tested, 1% active; MG213 cells, MMTV-luciferase reporter, dexamethasone, overnight; in the data active = activation above about 7.8%;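 note: 0% = vehicle wells and 100% = reference activator wells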
# ADAM10 inh: ADAM10 inhibition, QFRET primary screen. O14672. recombinant ADAM10, EDANS/DABCYL FRET peptide cleavage, 3 h. inhibition, % at 7 µM. 370,000 tested, 0.62% active;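 active = inhibition above a per-campaign cutoff equal to the mean of compounds falling between control-based bounds plus 3 SD, cut at about 20% in these data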;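 note: 0% = DMSO wells while the 100% control is not disclosed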
# PG9 binder: binds the HIV-1 gp120 antibody PG9. inhibition, % at 6.7 µM. AID 624416. TR-FRET gp120-PG9 antibody binding. 360,000 tested, 0.43% active; in the data active = inhibition above about 8.5%
# hgDAF12 agonist: agonists of H. glycines DAF-12 nuclear receptor. HEK293 GAL4-hgDAF12 UAS-luciferase reporter, agonist luminescence; normalized to butyrate control. activation, % at 6.8 µM. 370,000 tested, 1.8% active;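 active = activation above a cutoff set at the mean of all screened compounds plus 3 SD, cut at about 10% in these data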;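 note: 0% = DMSO wells and 100% = sodium butyrate wells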
# ADAM17 inh: inhibitors of human ADAM17. recombinant ADAM17, EDANS/DABCYL FRET peptide cleavage. inhibition, % at 6.95 µM. 370,000 tested, 0.83% active. AID 720648;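 active = inhibition above the mean of compounds lying between control limits plus 3 SD, set per campaign, cut at about 8.5% in these data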;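 note: 0% = DMSO-only wells as the low control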
# Target sequence (P78536 215-824 limits assumed): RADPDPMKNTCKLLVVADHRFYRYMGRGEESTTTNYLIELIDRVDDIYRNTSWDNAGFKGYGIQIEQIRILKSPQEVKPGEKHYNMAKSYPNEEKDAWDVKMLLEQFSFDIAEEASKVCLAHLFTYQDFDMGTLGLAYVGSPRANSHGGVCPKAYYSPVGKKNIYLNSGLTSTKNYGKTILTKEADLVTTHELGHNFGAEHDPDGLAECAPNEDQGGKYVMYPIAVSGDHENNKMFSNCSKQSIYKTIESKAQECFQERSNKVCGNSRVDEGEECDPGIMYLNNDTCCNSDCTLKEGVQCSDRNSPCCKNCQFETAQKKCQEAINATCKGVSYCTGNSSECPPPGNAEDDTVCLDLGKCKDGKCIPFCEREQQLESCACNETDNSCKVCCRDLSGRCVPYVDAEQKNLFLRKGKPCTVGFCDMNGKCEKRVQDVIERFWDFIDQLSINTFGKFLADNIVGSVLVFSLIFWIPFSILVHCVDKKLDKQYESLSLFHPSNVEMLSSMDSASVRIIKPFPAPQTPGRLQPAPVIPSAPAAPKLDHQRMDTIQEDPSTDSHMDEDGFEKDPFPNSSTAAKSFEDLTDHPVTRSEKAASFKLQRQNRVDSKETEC
# ssDAF-12 act: S. stercoralis DAF-12 activation, primary screen. HEK293 ssDAF-12/GRIP1 lit1-tk-luc reporter, luminescence; % of 3 µM dafachronic acid response. activation, % at 6.8 µM. 370,000 tested, 1% active;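 active = activation above the mean over all tested compounds plus 3 SD, cut at about 0.9% in these data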;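 note: 0% = DMSO-only wells and 100% = 3 µM delta7-dafachronic acid wells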
# hcDAF-12 act: H. contortus DAF-12 activation, primary screen; HEK293 hcDAF-12 lit1-tk-luc reporter, luminescence; 0% DMSO, 100% Δ7-dafachronic acid; activation, % at 6.8 µM; 370,000 tested, 1.4% active;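 active = activation above the mean of all tested compounds plus 3 SD, cut at about 5.5% in these data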;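 note: 100% = response to 3 µM Δ7-dafachronic acid high control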
# DAX1 inh-1: DAX1 (NR0B1) inhibition, primary screen. AID 652010. 370,000 tested, 1.1% active. inhibition, % at 6.8 µM. HEK293T StAR-luciferase reporter, SF-1/DAX-1 repression relief;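 active = inhibition above the mean over all tested compounds plus 3 SD, cut at about 3.6% in these data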;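 note: 0% = DAX-1 cells with DMSO and 100% = cells lacking DAX-1 with DMSO; higher inhibition means more luminescence from relief of DAX-1 repression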
# DAX1 inh-2: NR0B1 (DAX1) inhibition. P51843. HEK293 Gal4-DAX1 luciferase reporter, luminescence. inhibition, % at 6.75 µM. 340,000 tested, 0.99% active. AID 504766;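 active = inhibition above the mean over all tested compounds plus 3 SD, cut at about 4.2% in these data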;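 note: 0% = DAX1-transfected cells with DMSO and 100% = empty-vector control cells with DMSO; inhibition shows as a rise in luminescence from relieved DAX1 repression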
# Target sequence (P51843 207-470 limits assumed): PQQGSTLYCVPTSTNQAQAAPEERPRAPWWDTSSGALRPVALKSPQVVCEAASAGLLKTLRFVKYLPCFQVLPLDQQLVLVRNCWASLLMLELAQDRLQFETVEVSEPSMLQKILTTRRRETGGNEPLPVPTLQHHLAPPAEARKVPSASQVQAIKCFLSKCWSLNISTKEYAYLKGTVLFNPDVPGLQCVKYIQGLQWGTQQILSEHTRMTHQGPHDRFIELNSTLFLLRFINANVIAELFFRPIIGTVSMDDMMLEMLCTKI
# GAA850 FXN act: increases GAA850 frataxin promoter reporter activity | activation, % at 6 µM | HEK293 lucGAA850 FXN promoter luciferase reporter, 24 h; percent of 10 µM SAHA response | 360,000 tested, 0.56% active;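 active = activation above the average of all compounds screened plus 3 SD, cutoff fixed separately per campaign, cut at about 7.5% in these data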;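 note: 0% = DMSO wells and 100% = 10 µM SAHA wells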
# * = called active by the depositor; x = no result given.
SMILES,NPR1 activator,SMARCA2 act,ADAM10 inh,PG9 binder,hgDAF12 agonist,ADAM17 inh,ssDAF-12 act,hcDAF-12 act,DAX1 inh-1,DAX1 inh-2,GAA850 FXN act
CCOc1cc(/C=C2\N=C(C)OC2=O)cc(Br)c1OCC(=O)OC,15,5,-1,-3.3,-0.9,-2,0.6,6.7*,0.5,-0.2,0.9
Cc1ccc(S(=O)(=O)NCCC(=O)N2CCCCCCC2)cc1C,-1,-1,1,0.4,-3.0,1,-1.0,-2.0,-0.5,-0.1,-0.1
Cc1cccc(NC(=O)c2cc([N+](=O)[O-])ccc2N2CCOCC2)c1C,-2,-2,-2,-0.1,0.1,-5,-1.4,-0.1,-0.3,0.1,-1.1
O=C(CCCSc1nc(-c2ccco2)cc(C(F)(F)F)n1)NCC1CCCO1 (centres undefined),-7,1,6,-1.7,-4.0,1,-1.3,-2.3,-0.4,0.5,0.5
CCOC(=O)c1ccc(-n2c(C)ccc2C)cc1,2,0,7,0.5,-0.8,3,-0.9,-1.5,0.3,1.3,-0.9
O=C(CN1C(=O)NC2(CCc3ccccc32)C1=O)Nc1ccccc1Cl (centres undefined),-1,0,-1,-0.5,2.7,4,-1.4,0.2,-0.8,-0.1,-2.2
CC1CN(C(=O)c2cc(S(=O)(=O)N(C)c3ccc(F)cc3)ccc2Cl)CC(C)O1 (centres undefined),-1,0,0,-1.9,-3.6,-1,-1.7,-2.1,-5.4,-1.1,-5.4
COc1ccc(S(N)(=O)=O)cc1C(=O)N(C)CC(=O)Nc1ccc(N2CCOCC2)cc1,1,3,12,-0.9,-0.2,3,0.0,0.2,0.1,0.3,1.8
O=c1[nH]c2ccsc2c(=O)n1CCO,0,-3,-2,0.7,-0.6,-1,-0.5,-0.7,0.3,2.6,1.1
O=C(NCC1CCCO1)c1cccc(S(=O)(=O)N2CCCCC2)c1 (centres undefined),-1,0,0,-0.9,-1.5,-3,-1.0,-0.2,1.2,0.2,2.9
CCC(C)(C)c1ccc(Oc2cccc(C(=O)O)c2)cc1,2,3,-3,-1.4,4.2,-2,-1.3,2.4,0.6,0.9,1.8
Cc1cc(C)nc(-n2nc(C)c(Oc3ccccc3O)c2C)n1,-3,1,-9,1.4,1.6,-7,-0.4,1.4,1.4,0.5,0.1
c1ccc(-c2nnc(CN3CCCCC3)o2)cc1,3,3,-3,0.6,7.7,-7,-1.0,1.0,1.0,0.9,2.3
CCN(CC)CCNC(=O)c1ccc(N2CCCCC2)c(NS(=O)(=O)c2ccc(C)cc2)c1,-8,0,4,-0.2,-2.2,0,-1.1,0.2,1.4,-0.2,0.0
CCc1cccc(CC)c1NC(=S)/C(=C(\[O-])c1ccc(Cl)s1)[n+]1ccccc1,1,-2,-12,-1.8,-3.0,-8,-1.4,-0.5,-0.5,-0.2,1.8
CC1CCCCN1C(=O)Cn1cnc2cc([N+](=O)[O-])ccc2c1=O (centres undefined),-3,2,-7,-0.7,-3.6,-2,0.9,5.0,-0.1,-0.2,1.1
COc1ccc(N2CCN(C(=O)COC(=O)CC(NC(N)=O)c3ccc(Cl)cc3)CC2)cc1 (centres undefined),0,-1,-11,-0.6,-2.7,-3,-1.4,0.0,-2.0,-1.1,0.5
Cc1cc(N(C)C)cc(C)c1N=Nc1cc[n+]([O-])cc1,-1,1,6,-6.7,1.0,4,-0.8,-0.8,-1.1,1.9,1.2
NC(=O)[C@@H]1CC2(CC(c3cccc(NC(=O)[C@H]4CCC(=O)N4)c3)=NO2)CN1C(=O)COc1ccc(Cl)cc1 (some centres undefined),-1,0,3,1.2,0.3,-1,-0.9,-2.0,0.2,0.2,-0.7
O=C(CSc1nc2ccccc2c(=O)n1-c1ccc(F)cc1F)NC1CC1,-2,-5,-3,-0.3,-2.4,4,-0.8,-1.9,0.8,0.4,0.3
O=[N+]([O-])c1cccc(P(=O)(O)c2cccc([N+](=O)[O-])c2)c1,4,7,4,-2.9,-0.2,0,-0.5,0.1,-0.2,-1.0,0.5
COc1ccc(-n2nccc2-c2nn(-c3cccc(OC)c3)c(=O)n(C)c2=O)cc1,6,0,-1,-2.1,-1.0,-2,-0.9,-1.6,-0.9,0.1,2.4
CCN(CCCNC(=O)c1nn(C)c2c1CS(=O)(=O)c1ccccc1-2)Cc1ccccc1,-1,0,0,0.1,-0.7,5,-1.3,-0.5,0.6,0.2,2.4
Cc1ccc(S(=O)(=O)N(C)C)cc1NC(=S)NC(C)CCC(C)C (centres undefined),1,-2,3,-0.6,-2.3,2,-1.0,-0.9,-0.5,0.6,-0.2
COC(=O)[C@]12C[C@H](CC(=O)NCc3ccc(C)o3)C(=O)N(CCC3=CCCCC3)C1=C[C@H](COCc1ccccc1)O[C@@H]2C,-1,-2,10,0.5,2.0,2,-0.3,-1.9,-1.2,x,x

# Next section.
SMILES,NPR1 activator,SMARCA2 act,ADAM10 inh,PG9 binder,hgDAF12 agonist,ADAM17 inh,ssDAF-12 act,hcDAF-12 act,DAX1 inh-1,DAX1 inh-2,GAA850 FXN act
CCN1C(=O)/C(=C2\Sc3ccccc3N2CC)OC1=S,-5,1,5,-1.8,-0.3,-4,-1.8,1.0,-0.1,-1.6,-1.7
O=C(Nc1ccccc1-c1ccccc1)c1ccccc1Br,-32,6,5,-1.5,1.6,-4,-1.2,0.8,-0.2,-0.4,1.8
Cc1ccc(-c2cc(C(=O)N=Nc3c(O)[nH]c4ccccc34)[nH]n2)cc1C,-1,-3,0,x,-0.4,0,-1.0,-4.2,0.8,x,x
CCOC(=O)[C@]12CCC=C1N(Cc1ccc3c(c1)OCO3)C(=O)[C@H](CC(=O)NCCCN1CCCC1=O)C2,4,0,-12,0.0,-0.9,-2,-0.4,0.4,-1.0,x,x
c1ccc(-c2noc(CN3CCCC(OCc4ccccn4)C3)n2)cc1 (centres undefined),0,3,0,-0.3,-1.6,-4,-1.4,-1.0,0.1,-0.6,0.5
CCOc1ccc(OCC(=O)OCC(=O)NNC(=O)c2ccc([N+](=O)[O-])cc2)cc1,-2,-1,-6,-2.8,-2.9,2,-0.7,0.4,-0.9,-0.7,-0.3
CCOc1ccc(OCC)c(NC(=O)CCS(=O)(=O)c2ccc(Br)s2)c1,-2,2,-6,-1.9,-1.6,1,-0.9,-0.4,0.8,0.6,-0.5
O=C(NCCN1CCOCC1)c1ccc(Cl)c(S(=O)(=O)N2CCCCC2)c1,2,-3,-4,-0.5,-1.5,-4,-1.0,0.9,-0.2,-0.7,0.4
Cn1c(Cn2c(=O)sc3ccccc32)nnc1SCc1ccccc1,-5,-2,-14,0.7,4.7,-2,-1.3,-2.2,1.6,0.2,2.2
COc1ccc(NC(=O)c2ccc(NCCN3C(=O)CCC3=O)c([N+](=O)[O-])c2)cc1,-1,-1,-3,-2.3,0.9,0,-1.7,-1.4,0.1,-2.0,0.3
COC(=O)c1csc(C2OC(CO)C(O)C2O)n1 (centres undefined),5,-6,-21,1.4,-1.9,2,-1.2,-0.7,0.5,0.6,1.3
Cc1ccc(-c2cc(NC(=O)c3ccccc3[N+](=O)[O-])n[nH]2)cc1,-13,1,3,2.0,0.9,1,-1.4,-0.6,0.5,-1.5,-1.4
C#CCNC(=O)C[C@@H]1C[C@@]2(C(=O)OC)CC(C)(C)CC=C2N(CCCCCCCC)C1=O,-1,-3,14,-0.4,-0.1,3,-1.1,-2.5,-1.5,x,x
O=C(O)CCNC(=O)c1ccc(NC(=O)Cc2ccc(Cl)cc2)cc1,-2,0,-3,0.6,0.3,2,-1.1,0.6,0.5,0.0,0.3
CCCc1cc(C(=O)OC)c2ccccc2n1,-5,8.3*,-3,-2.6,1.9,2,-0.9,0.4,0.3,0.5,-1.0
Cc1occc1C(=O)N/N=C/c1ccc(-c2ccccc2)cc1,0,7,8,-0.3,19*,0,1.1*,7.9*,2.8,-0.2,1.6
Cc1ccc(S(=O)(=O)N2CCC(C(=O)NC3CCCCC3C)CC2)cc1 (centres undefined),-2,1,5,-1.9,-0.3,-2,-0.4,-0.2,0.2,-0.3,-0.5
O=CN(Cc1ccccc1)c1cc([N+](=O)[O-])ccc1OCc1ccccc1,-9,-3,-3,-0.6,2.7,4,-1.1,-0.2,-1.1,3.3,3.0
CCn1c(CSc2ncccn2)nnc1SCC(=O)N1CCc2ccccc21,-6,1,-6,0.5,0.0,-8,0.3,5.2,0.2,0.5,2.4
Clc1nnc(N/N=C/c2ccccc2)c2ccccc12,1,6,-10,-0.9,7.5,-2,1.2*,7.3*,0.7,1.4,6.5
O=C(Nc1ccc(N2CCOCC2)cc1)NC1CCCCC1,8,3,-4,-3.6,6.5,-4,-0.2,1.2,2.6,0.4,4.0
O=c1cc(N2CCCC2)c(-c2ccccc2)n[nH]1,-3,-1,0,-0.7,0.7,-3,-1.2,-0.4,0.0,x,2.4
CNc1ccc(Br)cc1C(O)c1ccccc1 (centres undefined),-2,1,-1,0.8,-0.8,0,-0.8,-0.5,-0.4,1.9,0.7
COc1cc(/C=C2/C(=N)N3C(=NC2=O)SN=C3S(=O)(=O)C(C)C)ccc1OC(=O)c1ccco1,-2,3,-33,-3.2,1.4,-11,-1.3,2.4,-1.0,0.5,-1.6
COc1ccccc1COC(=O)c1ccc(S(=O)(=O)N2CCOCC2)cc1,-3,-2,-2,-0.3,0.9,4,-0.3,1.9,2.5,3.1,-2.3
Cn1c(SCC(=O)N2CCN(c3ccccc3)CC2)nnc1-c1cc2ccccc2o1,2,0,3,3.2,-1.0,-5,-1.9,-0.5,-0.5,-0.2,-0.4

# A draw from above in order of heavy-atom count, highest first:
SMILES,NPR1 activator,SMARCA2 act,ADAM10 inh,PG9 binder,hgDAF12 agonist,ADAM17 inh,ssDAF-12 act,hcDAF-12 act,DAX1 inh-1,DAX1 inh-2,GAA850 FXN act
CCOC(=O)[C@]12CCC=C1N(Cc1ccc3c(c1)OCO3)C(=O)[C@H](CC(=O)NCCCN1CCCC1=O)C2,4,0,-12,0.0,-0.9,-2,-0.4,0.4,-1.0,x,x
CCn1c(CSc2ncccn2)nnc1SCC(=O)N1CCc2ccccc21,-6,1,-6,0.5,0.0,-8,0.3,5.2,0.2,0.5,2.4
COc1ccccc1COC(=O)c1ccc(S(=O)(=O)N2CCOCC2)cc1,-3,-2,-2,-0.3,0.9,4,-0.3,1.9,2.5,3.1,-2.3
Cc1ccc(-c2cc(NC(=O)c3ccccc3[N+](=O)[O-])n[nH]2)cc1,-13,1,3,2.0,0.9,1,-1.4,-0.6,0.5,-1.5,-1.4
O=C(Nc1ccccc1-c1ccccc1)c1ccccc1Br,-32,6,5,-1.5,1.6,-4,-1.2,0.8,-0.2,-0.4,1.8
